FBW7 activator: activators of human E3 ligase FBW7. normalized activity (activation), % at 26.1 µM. 650,000 tested, 0.13% active. AlphaScreen FBW7–phospho-cyclin E peptide binding, activator screen. Q969H0; in the data active = normalized activity above about 1.9%;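 also: purified mutant Fbw7 with reduced substrate affinity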
MITF inh: inhibitors of human MITF; AlphaScreen MITF homodimerization, bead proximity signal; O75030; inhibition, % at 2.6 µM; 650,000 tested, 0.91% active; AID 1259374; in the data active = inhibition above about 50%;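 also: 0% = vehicle wells with protein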
Target sequence (O75030 whole entry, looked up): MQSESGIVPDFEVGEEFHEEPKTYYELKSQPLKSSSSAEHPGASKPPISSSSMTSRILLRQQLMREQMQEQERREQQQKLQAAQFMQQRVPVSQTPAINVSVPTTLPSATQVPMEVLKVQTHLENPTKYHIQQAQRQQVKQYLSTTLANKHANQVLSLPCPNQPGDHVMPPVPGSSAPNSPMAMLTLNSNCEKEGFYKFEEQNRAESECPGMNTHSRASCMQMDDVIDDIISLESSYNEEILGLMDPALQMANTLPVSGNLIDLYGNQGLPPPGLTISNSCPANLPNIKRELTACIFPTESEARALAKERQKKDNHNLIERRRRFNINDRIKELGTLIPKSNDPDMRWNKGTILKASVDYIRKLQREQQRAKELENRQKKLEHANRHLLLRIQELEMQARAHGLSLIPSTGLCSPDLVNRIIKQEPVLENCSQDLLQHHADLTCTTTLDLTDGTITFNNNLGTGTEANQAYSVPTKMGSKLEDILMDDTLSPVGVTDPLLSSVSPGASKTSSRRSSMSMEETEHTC
TEAD-YAP inh: TEAD-YAP interaction inhibition | inhibition, % at 9.12 µM | AID 1259422 | 640,000 tested, 1.4% active | HEK-TIYL cells, TEAD-Gal4/YAP UAS-luciferase luminescence; in the data active = inhibition above about 32%;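 also: 0% = median of test compound wells and 100% = reference inhibitor wells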
GPR151 ag: activators of human GPR151 | Q8TDV0 | PathHunter beta-arrestin GPR151 cells, luminescence | activation, % at 11.2 µM | 650,000 tested, 1% active | AID 1508602; in the data active = activation above about 4.9%;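 also: 0% = median of compound wells and 100% = cells with positive control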
Target sequence (Q8TDV0 whole entry, looked up): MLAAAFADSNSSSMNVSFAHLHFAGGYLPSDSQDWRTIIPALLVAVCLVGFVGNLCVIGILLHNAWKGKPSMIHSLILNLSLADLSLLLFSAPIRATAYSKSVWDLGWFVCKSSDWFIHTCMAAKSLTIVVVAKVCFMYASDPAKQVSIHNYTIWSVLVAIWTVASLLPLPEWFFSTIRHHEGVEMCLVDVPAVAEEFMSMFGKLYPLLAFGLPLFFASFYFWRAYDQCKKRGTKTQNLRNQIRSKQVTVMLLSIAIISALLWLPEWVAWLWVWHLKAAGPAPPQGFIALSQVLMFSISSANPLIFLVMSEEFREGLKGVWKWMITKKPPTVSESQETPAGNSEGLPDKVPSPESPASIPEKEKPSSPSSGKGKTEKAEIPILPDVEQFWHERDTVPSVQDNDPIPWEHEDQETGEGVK
Active calls of the source: *; · = no result given; & = joins results of further samples.

SMILES	FBW7 activator	MITF inh	TEAD-YAP inh	GPR151 ag
CCc1ccc(-n2c(=S)sc3c(=O)n(-c4ccc(C)cc4)c(SCc4cc(C(C)=O)ccc4OC)nc32)cc1	0.2	9	-1	0.8
Cc1ccccc1N/C(SCc1cccc(Br)c1)=C(/C#N)C(=O)NCc1ccco1	0.0	16	5	1.4
O=C1c2ccc([N+](=O)[O-])cc2C(=O)N1CNc1cc(Cl)ccc1Cl	0.6	5	3	-0.3
COc1ccc(NC(=O)/C(=C/c2cccc(Br)c2)NC(=O)c2ccco2)cc1	0.2	13	4	-0.3
CCOc1cccc(C(=O)Nc2sc3c(c2C(N)=O)CCC3)c1	-0.1	-2	-31	1.5
COc1ccc(C2SCCN2C(=S)Nc2ccc(F)cc2)cc1 (centres undefined)	0.0	2	-2	-1.1
CC1(C)CC(NS(=O)(=O)c2ccc(S(=O)(=O)N3CCOCC3)cc2)CCO1 (centres undefined)	0.5	-7	-1	1.1
CN(C(=O)c1cc([N+](=O)[O-])cc([N+](=O)[O-])c1)C1CCS(=O)(=O)C1 (centres undefined)	-0.2	9	-8	0.7
CC(=O)c1cccc(NC(=O)COC(=O)c2cccnc2)c1	-0.1	3	-13	0.8
COc1ccc(C(=O)Nc2c(N)nc(SCC(=O)NC3CCCC3)[nH]c2=O)cc1OC	0.4	10	8	1.2
CCc1ccc(NC(=O)C(=O)NCCN2CCN(Cc3ccc(Br)cc3)CC2)cc1	0.7	6	0	-0.6
Cc1ccccc1C(=O)Nc1c2c(nn1-c1ccc(F)cc1)CS(=O)(=O)C2	-0.1	1	4	-0.2
CSCCOC(=O)C1=C(C)NC(=O)NC1c1cccc(OCc2ccccc2)c1 (centres undefined)	-0.2	4	-25	0.0
CCOc1ccc(N2C(=O)CC(Cc3ccc(C)cc3)C2=O)cc1 (centres undefined)	-0.1	-2	0	0.4
CCCOc1ccc(S(=O)(=O)Nc2c(C)cccc2C)cc1OCCC	-0.2	2	-13	-1.8
Cc1nn(C)cc1/C=C/C(=O)c1ccc(O)cc1	0.1	-2	-3	-1.1
NC(=O)CNS(=O)(=O)c1cccc(Br)c1	0.0	3	2	-0.1
Cc1ccc(NC(=O)NCC(c2ccc3c(c2)OCO3)N2CCN(C)CC2)cc1 (centres undefined)	0.3	11	-5	2.1
Cc1cc(C)c2nc(NC(=O)C34CC5CC(CC(C5)C3)C4)sc2c1	-0.1	1	14	2.3
C=CCNC(=O)CN1CCC(c2ccc(OC)cc2)CC1	0.1	4	6	0.9
Cn1c(=O)c([N+](=O)[O-])c(N2CCN(CCOc3ccc(Cl)cc3)CC2)c2ccccc21	-0.1	-10	12	-0.7
O=[N+]([O-])c1cc(S(=O)(=O)N2CCOCC2)ccc1N/N=C/c1c(F)cccc1Cl	0.1	10	1	-1.0
CCN1CCN(C(=O)c2ccccc2)C(C(=O)N2CCOCC2)C1 (centres undefined)	0.2	2	2	-0.4
O=S(=O)(/N=C(\Nc1nccs1)c1ccccc1)c1cccs1	0.1	25	-7	-2.6
C=CCOc1ccc(/C(O)=C2/C(=O)C(=O)N(CCCN3CCOCC3)C2c2cccc(Oc3ccccc3)c2)c(C)c1 (centres undefined)	-0.1	-2	-2	-0.5

Exported bar-delimited: two of the compounds above
Structure | FBW7 activator | MITF inh | TEAD-YAP inh | GPR151 ag
O=C1c2ccc([N+](=O)[O-])cc2C(=O)N1CNc1cc(Cl)ccc1Cl | 0.6 | 5 | 3 | -0.3
O=S(=O)(/N=C(\Nc1nccs1)c1ccccc1)c1cccs1 | 0.1 | 25 | -7 | -2.6

Shown bar-delimited: 6 of the compounds above.
structure | FBW7 activator | MITF inh | TEAD-YAP inh | GPR151 ag
O=C1c2ccc([N+](=O)[O-])cc2C(=O)N1CNc1cc(Cl)ccc1Cl | 0.6 | 5 | 3 | -0.3
COc1ccc(NC(=O)/C(=C/c2cccc(Br)c2)NC(=O)c2ccco2)cc1 | 0.2 | 13 | 4 | -0.3
CCOc1cccc(C(=O)Nc2sc3c(c2C(N)=O)CCC3)c1 | -0.1 | -2 | -31 | 1.5
COc1ccc(C2SCCN2C(=S)Nc2ccc(F)cc2)cc1 (centres undefined) | 0.0 | 2 | -2 | -1.1
CC1(C)CC(NS(=O)(=O)c2ccc(S(=O)(=O)N3CCOCC3)cc2)CCO1 (centres undefined) | 0.5 | -7 | -1 | 1.1
CN(C(=O)c1cc([N+](=O)[O-])cc([N+](=O)[O-])c1)C1CCS(=O)(=O)C1 (centres undefined) | -0.2 | 9 | -8 | 0.7

Next part.
SMILES	FBW7 activator	MITF inh	TEAD-YAP inh	GPR151 ag
CCOCCn1c(=NC(=O)c2ccccc2F)sc2cc(OC)c(OC)cc21	0.7	2	-2	-1.7
CNc1nc(C)nc(-c2ccccc2OC(C)=O)n1	0.5	19	11	-0.9
N#Cc1c2c(c(N3CCCC3)n3c1nc1ccccc13)CCC2	-0.4	-5	6	1.1
COC(=O)C(NC(=O)c1ccc(OC)cc1)(Nc1sc2c(c1C#N)CCC(C)C2)C(F)(F)F (centres undefined)	-0.1	2	-1	2.9
Cc1nc(NC#N)[nH]c(=O)c1Oc1ccccc1	-0.1	15	1	0.2
CCN(CC)C(=O)COC(=O)c1ccc(O)cc1	0.0	-9	14	-2.6
COc1ccc(C2CC(c3cccc(OC)c3)Nc3nc(N)nn32)cc1 (centres undefined)	0.1	11	15	0.1
CCCCN(C)C(=O)C(CC)NS(=O)(=O)c1ccc(C)cc1 (centres undefined)	0.1	-5	-11	-1.1
CCC(=O)Nc1ccc2nc(SCC(=O)Nc3ccccc3C(F)(F)F)sc2c1	-0.1	-1	-12	-1.9
COc1cccc(Nc2ccc3nonc3c2[N+](=O)[O-])c1	0.1	0	-1	0.0
CC(C)[C@H]1NC(=O)[C@H]2CN(C(=O)c3ccccc3Cl)CCN2C1=O	0.2	13	1	2.1
CC(C)CN1C(=O)c2ccc(Oc3cccc([N+](=O)[O-])c3)cc2C1=O	0.1	-8	1	0.1
COc1ccc(O[C@H]2C=C[C@@H](c3ccccc3)O[C@@H]2COC(=O)CC/C(C)=N/O[C@@H](C)CN2CCCCc3nc(C)c(C)cc32)cc1	-0.1	2	·	0.9
CC(C)Cc1nnc(NC(=O)COc2ccc(Cl)cc2Cl)s1	0.1	-4	11	2.2
CCCOc1ccc(C2C(C(=O)OCC)=CN(C)C=C2C(=O)OCC)cc1OC	0.6	-7	7	-1.4
CCCNC(=O)C1CC(c2ccc(OC)c(OC)c2)=NO1 (centres undefined)	0.0	1	-17	2.5
Cc1ccc(-c2nnc(Nc3ccc(Br)cc3)c3ccccc23)cc1S(=O)(=O)N1CCN(C)CC1	-0.1	4	-7	-0.7
Cc1cc(SCc2ccccc2)n2ncnc2n1	0.3	12	11	0.2
COc1ccc(C2CC(=O)C3=C(C2)NC(C)=C(C(=O)OC2CCCCC2)C3c2ccc(F)cc2)cc1 (centres undefined)	0.4	7	7	1.0
O=C(/C=C/c1ccc(-c2ccccc2Cl)o1)c1ccco1	0.6	42	3	0.3
O=c1/c(=C/c2ccc(Br)cc2)sc2nnc(-c3ccccc3)n12	0.0	0	-2	-0.8
Cc1cc(Cl)ccc1OCc1nc(-c2ccccc2)no1	0.0	-11	-43	1.5
CC1=C(C(=O)OCCOc2ccccc2)C(c2cc3c(cc2Cl)OCO3)C2=C(CC(C)(C)CC2=O)N1 (centres undefined)	0.4	-1	8	2.1
COCCCNC(=O)CSc1nc(NCCc2ccccc2)c2ccccc2n1	0.2	3	-14	1.3
CCC(C)NC(=O)CSc1nc2ccsc2c(=O)n1-c1cccc(Cl)c1Cl (centres undefined)	-0.1	5	0	4.8

As entered above:
Value of CC(C)Cc1nnc(NC(=O)COc2ccc(Cl)cc2Cl)s1 in FBW7 activator: 0.1
Value of CCCNC(=O)C1CC(c2ccc(OC)c(OC)c2)=NO1 (centres undefined) in FBW7 activator: 0.0
Value of Cc1cc(Cl)ccc1OCc1nc(-c2ccccc2)no1 in GPR151 ag: 1.5

The list continues:
SMILES	FBW7 activator	MITF inh	TEAD-YAP inh	GPR151 ag
Cc1cc(-c2ccc(F)cc2)nc2cc(C(=O)Nc3ccc(Cl)cc3Cl)nn12	0.3	6	10	0.4
O=C(Nc1nc2c(s1)CCc1ccccc1-2)c1ccc([N+](=O)[O-])o1	0.3	20	11	2.5
FC(F)(F)c1cccc(N2CCN(Cc3nnnn3CCc3ccccc3)CC2)c1	0.2	4	-8	0.0
CC(=O)c1cc(F)c(N2CCN(C(=O)c3cc(F)c(F)cc3Br)CC2)cc1C	0.9	7	8	-0.1
CCOc1ccc(/C=N\NC(=O)Nc2nonc2N)cc1	-0.3	-5	-39	2.2
Cc1[nH]c2ccccc2c1/C=C\c1[nH]c(=O)[nH]c(=O)c1[N+](=O)[O-]	-0.1	15	10	0.2
COc1ccc([C@H]2CC(=O)c3c(O)cc(O)cc3O2)cc1O	0.0&-0.2	8&6	-27&-29	-1.5&-3.6
Cc1ccc2cc(C)c(Nc3ccccc3)nc2c1	0.2	-1	3	0.2
CCOC(=O)C1=C(C)N=c2s/c(=C\c3ccc(-c4ccc([N+](=O)[O-])cc4C)o3)c(=O)n2C1c1ccc(OC)cc1 (centres undefined)	-0.3	-6	-1	1.0
Cc1cc(C)c(NC(=O)C[C@H](CC(=O)O)c2cccc3ccccc23)c(C(=O)N2CCC3(CCCC3)CC2)c1	0.0	-12	0	0.8
C/C(=N\NC(=O)COc1ccccc1C)c1ccccc1	-0.1	-8	-2	1.7
Cc1cc2nc(N3CCCN(Cc4ccsc4)CC3)nc(C)c2cc1C	0.6	-13	-5	0.7
Cc1cccc(C(C)(C)C)c1OCCNCCN	0.1	33	-4	-0.5
CCC(=O)N(C)c1nnc(-c2cccc(F)c2)s1	0.2	9	-64	-1.7
CCOC(=O)C1(Cc2ccc(OC)cc2)CCN(C(=O)c2cccc3nccnc23)CC1	0.0	3	9	1.0
c1cncc(-c2cc(NCc3ccco3)nc(-c3cccnc3)n2)c1	0.1	8	11	-0.5
Cc1sc(NC(=O)c2ccc(N3C(=O)C4C5C=CC(C5)C4C3=O)cc2)c(C#N)c1C (centres undefined)	0.1	14	8	-0.6
COc1ccc([C@@H]2CCN(CC(=O)Nc3nccs3)C[C@H]2O)cc1	0.0	-11	0	-0.1
O=C(Cn1ncc2ccsc2c1=O)NCc1ccccc1	-0.1	-13	-34	-1.0
COc1ccc(OC)c(C(C)NC(=O)C2CCCCC2)c1 (centres undefined)	0.1	3	3	-0.1
Cc1ccc(-n2c(C)ccc2-c2ccccc2)cc1	-0.1	-1	-4	1.0
CC(C)NC(=O)CSc1nc2ccccc2n1CC(=O)NC(C)C	-0.1	-4	-4	-0.3
O=C1/C(=C/c2ccc3c(c2)OCO3)NC(=S)N1C1CCCCC1	-0.1	-5	-16	0.3
O=C(c1cnc(N2CCCC2)nc1)N1CCOCC1	0.4	7	1	1.2
CCOC(=O)c1c(NC(=O)CSc2nnc(CNC(=O)Cc3ccc(OC)cc3)n2-c2cc(C)ccc2C)sc2c1CCCC2	0.1	3	8	-0.7

Going on with the list.
SMILES	FBW7 activator	MITF inh	TEAD-YAP inh	GPR151 ag
CC1CN(C(=S)Nc2ccccc2)CC(C)O1 (centres undefined)	0.3&-0.3	17&10	7&7	-1.4&0.2
COCCn1c(CCC(=O)Nc2cc(C)cc(C)c2)nc2cccnc21	-0.1	-8	-4	-0.3
Cc1cc(Cl)ccc1NC(=O)CN(c1ccc(F)cc1)S(C)(=O)=O	0.5	12	8	1.9
COc1ccc(NC(=O)c2nn(-c3ccc(Cl)cc3)c(=O)c3ccccc23)cc1OC	0.1	10	-7	-0.9
Fc1cnc(Nc2ccc(-n3cnc(N4CCOCC4)n3)cc2)nc1-c1cccc(N2CCOCC2)c1	-0.2	7	6	1.3
COc1cccc(-n2c(SCC(N)=O)nnc2-c2cccs2)c1	0.0	3	9	0.2
CC(=O)Nc1cccc(OC2N=C(C)Nc3sc4c(c32)CCC4)c1 (centres undefined)	0.1	13	7	1.6
Cc1ccc(-c2noc(C3CCCN(C(=O)C4CC4)C3)n2)o1 (centres undefined)	-0.1	-3	1	-0.2
c1ccc(CNc2nc(Nc3cnccn3)nc3nc[nH]c23)cc1	11*	5	17	2.8
CC1(C)Cc2c(sc(NC(=O)c3ccc(Cl)s3)c2C#N)C(C)(C)N1	0.5	1	-2	2.6
CCOC(=O)C1=C(c2ccccc2)N=c2s/c(=C\c3c[nH]c4ccccc34)c(=O)n2C1c1c(OC)ccc2ccccc12 (centres undefined)	-0.1	2	0	0.6
O=C(Nc1ccc(Cl)c(Cl)c1)c1cc2ccc(O)cc2oc1=O	-0.1	-1	-1	-1.6
COc1cc(CN2CCNC(=O)C2CC(=O)NCC2CC2)cc(OC)c1 (centres undefined)	0.1	0	7	1.0
Cc1cc(=O)oc2c(C)c3oc(C(=O)c4ccc(Cl)cc4)c(C)c3cc12	-0.2	5	-7	2.3
CCNc1nc(NCC)n2c(SCC(=O)c3ccccc3)nnc2n1	0.0	4	5	-1.1
CN1CCc2cc(NC(=O)Nc3cccnc3)ccc21	-0.2	2	-28	-1.0
COc1cc(NS(=O)(=O)c2ccc(NC(=O)CN3C(=O)c4ccccc4C3=O)cc2)nc(OC)n1	-0.1	6	-4	0.3
Cc1cccc(C(=O)NNC(=O)CSc2nnc3c(C)cc4cc5c(cc4n23)OCO5)c1	0.0	11	-5	1.0
COc1ccc(/C(C)=N/Nc2ccc3nnc(-c4ccc(Cl)cc4)n3n2)cc1OC	-0.2	6	-7	0.4
CCC(C)C(=O)N1CCC2(CC1)C(=O)NC(=O)C2c1ccc(F)cc1 (centres undefined)	-0.1	-15	-11	-0.7
Cc1ccc2c(nc3s/c(=C\c4ccc(-c5ccccc5C(=O)O)o4)c(=O)n32)c1C	-0.3	4	5	0.7
CC(C)CO/N=C1/[C@H]2CCn3c(=O)n(-c4ccccc4)c(=O)n3[C@H]2[C@H](O)[C@@H]2O[C@H]12	-0.1	17	·	1.5

Compound activity deposited in PubChem BioAssay by The Scripps Research Institute Molecular Screening Center.
